Source: PubChem
influenza NS1A: H1N1 influenza NS1A inhibitors, functional cell based assay (AID 504329) | 340,000 compounds, 0.3% hits | NS1A functional cell-based assay, percent inhibition; higher % means a stronger effect | inhibition, % at 12.5 µM; hits with a dose series show IC50 in µM; in the data active = a potency from the dose series; inconclusive = inhibition above about 27% without an active follow-up result; note: strong numbers were not always called active
inhibitors of VEEV: inhibitors of VEEV TC-83 cytopathic effect, confirmation, Vero cells (AID 588727); Vero cells, VEEV TC-83 cytopathic effect inhibition; higher % means a stronger effect; one-dose inhibition, % at 20 µM; IC50 in µM for titrated hits; 350,000 compounds, 0.13% hits; in the data active = a potency from the dose series; inconclusive = inhibition mostly from about 14% at the one dose, without a potency; inactive = the rest, 99 in 100 with inhibition below about 12%; note: strong numbers were not always called active
PhoP GFP inhibition: PhoP regulon inhibitors, Salmonella typhi PhoP promoter GFP reporter, confirmatory (AID 1850); Salmonella Typhi PhoP-promoter GFP reporter, fluorescence, 4 h; higher % means a stronger effect; inhibition, % at 50 µM; hits with a dose series show IC50 in µM; 310,000 compounds, 0.33% hits; in the data active = a potency from the dose series; inconclusive = inhibition mostly from about 25% at the one dose, without a potency; inactive = the rest, 99 in 100 with inhibition below about 19%;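 note: 0% = induced wells with vehicle and 100% = uninduced wells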
tuberculosis growth: growth inhibition of non-replicating M. tuberculosis (AID 488890); inhibition, % at 25 µM, or IC50 in µM where a hit was titrated; 320,000 compounds, 0.39% hits; Mycobacterium tuberculosis non-replicating, growth inhibition; higher % means a stronger effect; in the data active = a potency from the dose series; inconclusive = inhibition mostly from about 82% at the one dose, without a potency; inactive = the rest, 99 in 100 with inhibition below about 76%;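 note: plate controls were DMSO cells for no effect and high antibiotic wells for full effect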
M. tuberculosis HTS: M. tuberculosis growth inhibition, HTS (AID 449762); M. tuberculosis H37Rv growth inhibition, 7H9 media; higher % means a stronger effect; 330,000 compounds, 0.59% hits; inhibition, % at 25 µM; hits with a dose series show IC50 in µM; in the data active = a potency from the dose series; inconclusive = inhibition above about 70% without an active follow-up result;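 note: bacterial growth assessed after seven days of incubation; strong numbers were not always called active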
inhibitors of VEEV 10K pilot screen: also measured in inhibitors of VEEV; calls as there; inhibition, %; measured here: 10K pilot screen inhibition
Active calls of the source: *; i = inactive; ? = inconclusive; . = not tested or not shown.

SMILES | influenza NS1A | inhibitors of VEEV | PhoP GFP inhibition | tuberculosis growth | M. tuberculosis HTS | others
Cn1cnnc1SCC(=O)Nc1cccc(S(=O)(=O)N2CCCCCC2)c1 | 13% | i | 8% | -22% | -5% | inhibitors of VEEV 10K pilot screen=0.7
O=C(NCCCc1ccccc1)c1cccc(NC(=O)C2CCCC2)c1 | -4% | 0.3% | . | . | .
COC(=O)c1sccc1NC(=O)/C=C/c1ccc(Cl)cc1Cl | -9% | i | -6% | -18% | 2%
Cc1cccc2cc(CNC3CCCC3)c(Cl)nc12 | -3% | i | 7% | 1% | -10%
CCC(=O)Nc1ccc(-n2nnnc2SCC(=O)NNC(=O)c2ccco2)cc1 | . | . | 10% | -7% | -6%
COc1ccc2c(c1)C1(Nc3ccccc3C(=O)N1c1ccccc1)C(=O)N2 (stereo unspecified) | -5% | 0.7% | 1% | 29% | -1%
COc1ccc(N2CCN(Cc3nc(Cc4cccc(F)c4)no3)C(C)C2)cc1 (stereo unspecified) | 6% | 3.2% | 6% | 29% | 4%
CCCCCCn1c(-c2ccco2)nc2oc3cc(OC)ccc3c(=O)c2c1=O | 2% | 7.4% | -10% | 22% | 2%
O=C1C2C3CCC(O3)C2C(=O)N1c1cccc(F)c1 (stereo unspecified) | . | i | 6% | -9% | -2%
COc1nccnc1NS(=O)(=O)c1ccc(NC(=S)NC(=O)c2cccc(F)c2)cc1 | -5% | 1.1% | 4% | 44% | -4%
COc1ccccc1N1CCN(C(=O)c2cccc(S(=O)(=O)NCc3cccnc3)c2)CC1 | -6% | 2.3% | . | 13% | -11%
COC(=O)c1ccc(COC(=O)c2ccc(-n3cnnn3)cc2)o1 | -1% | 0.9% | -15% | 47% | 17%
COc1cccc(-c2nnc(SCC(=O)OC(C)C)n2Cc2ccco2)c1 | -5% | i | 0% | 3% | -5%
Cc1ccnc(NC(=O)COC(=O)c2ccc(F)cc2F)n1 | -15% | 1.7% | 5% | 22% | 3%
COc1ccc(C(C(=O)NC2CCCCC2)N(C(=O)c2ccccn2)c2cccnc2)cc1 (stereo unspecified) | 7% | 1.7% | 1% | -6% | 2%
COc1cc(OC)cc(C(=O)OCC(=O)c2ccc(S(=O)(=O)N3CCCCC3)cc2)c1 | -3% | 9.5% | . | -6% | -5%
O=C(NCCN1C(=O)S/C(=C\c2ccc(Cl)c([N+](=O)[O-])c2)C1=O)C1=COCCO1 | -6% | 1.2% | -1% | -12% | 37%
O=c1c2ccccc2nc2n1CCCN2 | 5% | 0.5% | 6% | -3% | -4%
O=C(Cn1nnc2ccccc2c1=O)Nc1ccc(S(=O)(=O)N2CCOCC2)cc1 | -3% | 0.1% | -9% | 0% | 7%
O=C(c1cc(S(=O)(=O)N2CCOCC2)c(Cl)cc1Cl)N1CCN(S(=O)(=O)c2cccc(F)c2)CC1 | 0% | 0.6% | . | 38% | -6%

Quoted at random: 4 records from the list.
SMILES | influenza NS1A | inhibitors of VEEV | PhoP GFP inhibition | tuberculosis growth | M. tuberculosis HTS | others
O=C(c1cc(S(=O)(=O)N2CCOCC2)c(Cl)cc1Cl)N1CCN(S(=O)(=O)c2cccc(F)c2)CC1 | 0% | 0.6% | . | 38% | -6%
Cn1cnnc1SCC(=O)Nc1cccc(S(=O)(=O)N2CCCCCC2)c1 | 13% | i | 8% | -22% | -5% | inhibitors of VEEV 10K pilot screen=0.7
O=c1c2ccccc2nc2n1CCCN2 | 5% | 0.5% | 6% | -3% | -4%
O=C(Cn1nnc2ccccc2c1=O)Nc1ccc(S(=O)(=O)N2CCOCC2)cc1 | -3% | 0.1% | -9% | 0% | 7%

Part of the list above in order of SMILES length, rising:
SMILES | influenza NS1A | inhibitors of VEEV | PhoP GFP inhibition | tuberculosis growth | M. tuberculosis HTS | others
O=c1c2ccccc2nc2n1CCCN2 | 5% | 0.5% | 6% | -3% | -4%
COC(=O)c1ccc(COC(=O)c2ccc(-n3cnnn3)cc2)o1 | -1% | 0.9% | -15% | 47% | 17%
COc1cc(OC)cc(C(=O)OCC(=O)c2ccc(S(=O)(=O)N3CCCCC3)cc2)c1 | -3% | 9.5% | . | -6% | -5%
O=C(NCCN1C(=O)S/C(=C\c2ccc(Cl)c([N+](=O)[O-])c2)C1=O)C1=COCCO1 | -6% | 1.2% | -1% | -12% | 37%

(continued)
SMILES | influenza NS1A | inhibitors of VEEV | PhoP GFP inhibition | tuberculosis growth | M. tuberculosis HTS | others
C=CCOc1c(Br)cc(CNn2nnnc2N)cc1OC | -18% | 3.9% | 8% | 8% | 0%
COc1cc2c(cc1OC)CN(C(=O)c1cc(=O)c3ccccc3o1)CC2 | -10% | 5.9% | -25% | 4% | 0%
Cc1ccc(C)c(NC(=O)CN2C(=O)CNC2=O)c1 | -7% | 1.5% | 8% | 19% | 5%
CCc1ccc(NC(=O)C(C)OC(=O)c2ccc(N3CCCC3)c([N+](=O)[O-])c2)cc1 (stereo unspecified) | -2% | 1.7% | -5% | -12% | 1%
O=C(COC(=O)c1ccc(-n2cnnn2)cc1)Nc1cc(Cl)ccc1F | -9% | 0.3% | . | -5% | 2%
COc1ccc(C2c3ccc(O)cc3Oc3ncn4nc(-c5ccncc5)nc4c32)cc1OC (stereo unspecified) | 18% | 1.3% | -12% | -6% | 2%
Cc1ccccc1OCCC(=O)Nc1ccc2c(C)cc(=O)oc2c1 | 1% | 4.3% | -11% | -5% | 0%
COc1ccccc1NC(=S)Nc1cccc2cnccc12 | 5% | 1.9% | -5% | 32% | 1%
CCc1cccc(C)c1NC(=O)C1=C(C(=O)O)CCCC1 | 0% | i | 0% | 1% | -1%
O=C(COc1ccc(Br)cc1F)N1CCN(c2ncccn2)CC1 | -7% | 0.7% | -2% | 8% | -8%
O=S(=O)(c1ccc(F)cc1)N1CN(Cc2ccco2)c2nc3ccccc3nc21 | 3% | 2.0% | -5% | 7% | -3%
S=C(NCCC(c1ccccc1)c1ccccc1)Nc1cccc(Cl)c1 | -4% | i | 1% | 29% | 4%
COc1ccc(C(=O)NCCS(=O)(=O)NCc2cccnc2)cc1 | 2% | 2.4% | 8% | -13% | -8%
CCC1C(=O)CC(c2ccccc2)NC1c1ccccc1 (stereo unspecified) | -17% | 1.0% | -8% | 8% | 14%
CCOC(=O)C1CCN(C(=O)C(C)Oc2ccc(C(=O)c3ccccc3)cc2)CC1 (stereo unspecified) | 0% | 8.5% | . | 29% | -7%
CC1(/[N+]([O-])=C/c2ccccc2F)CCCCC1=O (stereo unspecified) | 7% | 0.5% | 1% | 22% | -6%
O=C(O)c1ccc(Cl)cc1Nc1nc2cc(Cl)ccc2o1 | 1% | i | -7% | 49% | -3%
Cc1c(/C=C/C(=O)c2ccc(Cl)s2)cnn1C | -2% | 4.1% | -2% | 23% | 0%
CCOC(=O)N1CCN(C(=O)CSc2nnc(-c3cccs3)o2)CC1 | 8% | 0.2% | -1% | ? | ?
CCOC(=O)/C(C(=O)Nc1ccccc1Cl)=C1/NC(C)(C)Cc2ccccc21 | -3% | i | -3% | -3% | -1%

Among those listed so far, 2 have bromine.
SMILES | influenza NS1A | inhibitors of VEEV | PhoP GFP inhibition | tuberculosis growth | M. tuberculosis HTS | others
C=CCOc1c(Br)cc(CNn2nnnc2N)cc1OC | -18% | 3.9% | 8% | 8% | 0%
O=C(COc1ccc(Br)cc1F)N1CCN(c2ncccn2)CC1 | -7% | 0.7% | -2% | 8% | -8%

More structures.
SMILES | influenza NS1A | inhibitors of VEEV | PhoP GFP inhibition | tuberculosis growth | M. tuberculosis HTS | others
COc1ccccc1CC(=O)Nc1ccc(S(=O)(=O)N2CCOCC2)cc1 | -18% | 0.9% | -4% | -7% | -2%
O=C1CCc2cc(S(=O)(=O)Nc3ccccc3)ccc2N1 | -10% | 3.5% | . | 0% | -3%
O=C(CSc1nccn(-c2ccc(Br)cc2)c1=O)Nc1ccccc1F | -14% | 8.7% | 1% | ? | 67%
Cc1ccc(S(=O)(=O)N(CC(O)CN2C(=O)NC(C)(C)C2=O)c2cccc(C)c2)cc1 (stereo unspecified) | 15% | i | -8% | 15% | -3%
O=C(Cn1c(=O)n(-c2cccc(Cl)c2)c(=O)n1CC(=O)N1CCCCC1)N1CCCCC1 | 6% | i | -3% | 4% | 1%
COC(=O)C/C(C)=N/Nc1ccc(S(=O)(=O)N2CCCC2)cc1[N+](=O)[O-] | 9% | 1.4% | 6% | -6% | 4%
CC1CCC/C(=N\NC(=S)NCc2ccccc2)C1 (stereo unspecified) | 10% | 0.5% | -1% | 55% | ?
COc1ccc(NC(=O)COC(=O)/C=C/c2cnc3ccccc3n2)cc1 | 0% | i | -3% | ? | 6%
CCS(=O)(=O)c1ccc(O)c(NC(=O)Nc2ccccc2OC)c1 | 2% | 1.5% | 9% | -1% | 6%
Cc1cc(-c2ccccc2)nc(N2CCC(C(=O)NC(C)C)CC2)n1 | 25% | 3.9% | -14% | -4% | -6%
COC(=O)[C@]1(C)N[C@H](CN(C)C(=O)Nc2ccc(C(F)(F)F)cc2)[C@@H]2C(=O)N(C)C(=O)[C@@H]21 | -23% | i | . | -10% | 3%
Cc1ccc(NC(=O)c2cc(-c3ccccc3)n(CCCN3CCOCC3)c2C)cc1 | . | 1.2% | 0% | 14% | -1%
CCCOc1ccc(C(=O)NC(C)C(=O)O)cc1 (stereo unspecified) | -4% | 0.6% | -3% | 11% | ?
O=C(Nc1ccc2c(c1)OCO2)c1cnccn1 | -2% | 1.8% | 16% | 2% | 0%
Cc1cccnc1NC(=O)c1ccc(Br)o1 | 4% | 1.6% | -3% | -9% | 4%
CC1CCCCN1S(=O)(=O)c1ccc(S(=O)(=O)N2CCN(c3ccc(F)cc3)CC2)cc1 (stereo unspecified) | -7% | 0.2% | -14% | -8% | 2%
O=C(COC(=O)CCc1ccccc1)NC1CCS(=O)(=O)C1 (stereo unspecified) | -6% | 3.9% | -1% | -14% | -7%
CCCCCOc1ccc(CSCCNC(=S)Nc2ccccc2)cc1 | 0% | i | -18% | ? | ?
COc1ccc(N(CC(=O)N/N=C/c2ccc(F)cc2)S(=O)(=O)c2ccccc2)cc1 | 18% | 1.6% | -10% | -1% | 0%
COc1cc2c(cc1OC)C(C(=O)Nc1cc(OC)c(OC)c(OC)c1)C(c1cccnc1)N(C)C2=O (stereo unspecified) | -6% | 0.6% | 10% | -5% | 9%
CN(C(=O)c1ccc(NC(=O)Cc2ccc([N+](=O)[O-])cc2)cc1)C1CC1 | -6% | i | . | 20% | 11%
O=c1c2sccc2[nH]c(=S)n1-c1ccccc1 | 2% | i | 0% | -19% | 4%
Cc1ccc(C(=O)N2CCN(c3ccc(NC(=O)c4ccc5c(c4)OCCO5)cc3)CC2)cc1 | -11% | 6.5% | -18% | 3% | 6%
COCCCN(C(=O)CC1OC(=O)c2ccccc21)c1c(N)n(Cc2ccccc2)c(=O)[nH]c1=O (stereo unspecified) | -6% | 2.0% | -10% | 6% | 6%
COc1ccc(CC(=O)N/N=C/c2ccc(C)s2)cc1 | 3% | 3.1% | 2% | 3% | -9%
O=C(COC(=O)CCC(=O)c1cccs1)NCc1cccs1 | 6% | 0.9% | 12% | 28% | -4%
CCN(CC)P1(=O)OC(c2cc(OC)c(OC)c(OC)c2)=Nc2c1c(C)nn2-c1ccccc1 (stereo unspecified) | 6% | 1.0% | -5% | 11% | 0%
CC(=O)Nc1ccc(N=Cc2c(O)n(Cc3ccco3)c(=O)[nH]c2=O)cc1 | . | 0.7% | 4% | -18% | -2%
O=C(COC(=O)C1COc2ccccc2O1)NC(=O)NC1CCCCC1 (stereo unspecified) | 8% | 0.9% | -9% | -1% | -6%
COc1cc(NC(C)=O)c2ncccc2c1[N+](=O)[O-] | 0% | 0.5% | -27% | 10% | -2%
CCP(=O)(CC)C(C)(C)CP(=O)(c1ccccc1)c1ccccc1 | 2% | 4.5% | -2% | -4% | -2%
CC[C@]12c3[nH]c4cc(CCC(=O)N(C)C)ccc4c3CCN1C(=O)[C@@H](CC(=O)NCc1ccc(OC)c(OC)c1)C[C@@H]2C(=O)N1CCN(C(=O)c2ccco2)CC1 | -5% | i | . | . | .
Fc1ccc2c(c1)C(c1ccncc1)=NNC(c1ccc(Cl)cc1)=N2 | 5% | 4.8% | 3% | -7% | 5%
